Screening data from PubChem BioAssay.
Mtb FBA inh: Mtb FBA enzyme inhibitors, primary screen, biochemical, fluorescence, strain H37Rv. purified M. tuberculosis FBA, fluorescence read-out. inhibition, % at 1 µM. 360,000 compounds, 2.3% hits. AID 588726, 2011; in the data active = inhibition above about 27%;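 note: 0% = vehicle and 100% = reference inhibitor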
Yp Topo-I inh: Yersinia pestis topoisomerase I inhibitors, primary screen, biochemical, cleavage product accumulation, plate reader, single point; Y. pestis Topo-I cleavage product accumulation; DNA topoisomerase I (Yersinia pestis CO92); activity, % at 10 µM; AID 504884, 2011; 360,000 compounds, 0.064% hits; in the data active = activity above about 50%, passing the limit was not always enough; inconclusive = no clear call, values can overlap the other calls; note: inactives centre near 2
PfHsp40 yeast: rescue of yeast from PfHsp40 toxicity, primary screen, S. cerevisiae, ATP luminescence; growth rescue, % at 12.5 µM; 340,000 compounds, 0.68% hits; S. cerevisiae expressing PfHsp40, growth rescue; in the data active = growth rescue above about 28%, passing the limit was not always enough; inconclusive = no clear call, values can overlap the other calls;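 note: yeast W303a lacking pdr1 and pdr3 grown in galactose medium; growth measured after three days at 30 °C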
FadD28 binding: inhibitors of FadD28 bisubstrate probe binding, primary screen, biochemical, fluorescence polarization, single point; inhibition, % at 12.5 µM; 360,000 compounds, 0.22% hits; AID 588549, 2011; in the data active = inhibition above about 8.5%, passing the limit was not always enough; inconclusive = no clear call, values can overlap the other calls
Vc quorum ag: inducers of Vibrio cholerae quorum light production without autoinducers, primary screen, BH1578 luxS cqsA deficient, single point; V. cholerae BH1578 lux reporter, luminescence, 6 h; activation, % at 18.7 µM; 350,000 compounds, 0.16% hits; AID 588436, 2011; in the data active = activation mostly above about 9.7%, no sharp cut-off; inconclusive = no clear call, values can overlap the other calls; inactive = mostly below about 3.7%; note: not every result past the cut was called active; inactives centre near 0; reference of the scale not given here
Mtb BioA inh: M. tuberculosis BioA enzyme inhibitors, primary screen, biochemical, plate reader, single point, HTS; 7,8-diaminopelargonic acid synthase BioA (Mycobacterium tuberculosis); purified M. tuberculosis BioA enzyme; inhibition, % at 9.99 µM; 360,000 compounds, 0.096% hits; AID 602481, 2012; in the data active = inhibition above about 40%; inconclusive = no clear call, values can overlap the other calls
TcdB GH inh: TcdB glycohydrolase inhibitors, primary screen, biochemical, single point, plate reader | inhibition, % at 9.99 µM | Toxin B (Clostridioides difficile), P18177 | 350,000 compounds, 0.24% hits | TcdB glycohydrolase enzymatic assay; in the data active = inhibition above about 10%
Target sequence (P18177 whole entry, looked up): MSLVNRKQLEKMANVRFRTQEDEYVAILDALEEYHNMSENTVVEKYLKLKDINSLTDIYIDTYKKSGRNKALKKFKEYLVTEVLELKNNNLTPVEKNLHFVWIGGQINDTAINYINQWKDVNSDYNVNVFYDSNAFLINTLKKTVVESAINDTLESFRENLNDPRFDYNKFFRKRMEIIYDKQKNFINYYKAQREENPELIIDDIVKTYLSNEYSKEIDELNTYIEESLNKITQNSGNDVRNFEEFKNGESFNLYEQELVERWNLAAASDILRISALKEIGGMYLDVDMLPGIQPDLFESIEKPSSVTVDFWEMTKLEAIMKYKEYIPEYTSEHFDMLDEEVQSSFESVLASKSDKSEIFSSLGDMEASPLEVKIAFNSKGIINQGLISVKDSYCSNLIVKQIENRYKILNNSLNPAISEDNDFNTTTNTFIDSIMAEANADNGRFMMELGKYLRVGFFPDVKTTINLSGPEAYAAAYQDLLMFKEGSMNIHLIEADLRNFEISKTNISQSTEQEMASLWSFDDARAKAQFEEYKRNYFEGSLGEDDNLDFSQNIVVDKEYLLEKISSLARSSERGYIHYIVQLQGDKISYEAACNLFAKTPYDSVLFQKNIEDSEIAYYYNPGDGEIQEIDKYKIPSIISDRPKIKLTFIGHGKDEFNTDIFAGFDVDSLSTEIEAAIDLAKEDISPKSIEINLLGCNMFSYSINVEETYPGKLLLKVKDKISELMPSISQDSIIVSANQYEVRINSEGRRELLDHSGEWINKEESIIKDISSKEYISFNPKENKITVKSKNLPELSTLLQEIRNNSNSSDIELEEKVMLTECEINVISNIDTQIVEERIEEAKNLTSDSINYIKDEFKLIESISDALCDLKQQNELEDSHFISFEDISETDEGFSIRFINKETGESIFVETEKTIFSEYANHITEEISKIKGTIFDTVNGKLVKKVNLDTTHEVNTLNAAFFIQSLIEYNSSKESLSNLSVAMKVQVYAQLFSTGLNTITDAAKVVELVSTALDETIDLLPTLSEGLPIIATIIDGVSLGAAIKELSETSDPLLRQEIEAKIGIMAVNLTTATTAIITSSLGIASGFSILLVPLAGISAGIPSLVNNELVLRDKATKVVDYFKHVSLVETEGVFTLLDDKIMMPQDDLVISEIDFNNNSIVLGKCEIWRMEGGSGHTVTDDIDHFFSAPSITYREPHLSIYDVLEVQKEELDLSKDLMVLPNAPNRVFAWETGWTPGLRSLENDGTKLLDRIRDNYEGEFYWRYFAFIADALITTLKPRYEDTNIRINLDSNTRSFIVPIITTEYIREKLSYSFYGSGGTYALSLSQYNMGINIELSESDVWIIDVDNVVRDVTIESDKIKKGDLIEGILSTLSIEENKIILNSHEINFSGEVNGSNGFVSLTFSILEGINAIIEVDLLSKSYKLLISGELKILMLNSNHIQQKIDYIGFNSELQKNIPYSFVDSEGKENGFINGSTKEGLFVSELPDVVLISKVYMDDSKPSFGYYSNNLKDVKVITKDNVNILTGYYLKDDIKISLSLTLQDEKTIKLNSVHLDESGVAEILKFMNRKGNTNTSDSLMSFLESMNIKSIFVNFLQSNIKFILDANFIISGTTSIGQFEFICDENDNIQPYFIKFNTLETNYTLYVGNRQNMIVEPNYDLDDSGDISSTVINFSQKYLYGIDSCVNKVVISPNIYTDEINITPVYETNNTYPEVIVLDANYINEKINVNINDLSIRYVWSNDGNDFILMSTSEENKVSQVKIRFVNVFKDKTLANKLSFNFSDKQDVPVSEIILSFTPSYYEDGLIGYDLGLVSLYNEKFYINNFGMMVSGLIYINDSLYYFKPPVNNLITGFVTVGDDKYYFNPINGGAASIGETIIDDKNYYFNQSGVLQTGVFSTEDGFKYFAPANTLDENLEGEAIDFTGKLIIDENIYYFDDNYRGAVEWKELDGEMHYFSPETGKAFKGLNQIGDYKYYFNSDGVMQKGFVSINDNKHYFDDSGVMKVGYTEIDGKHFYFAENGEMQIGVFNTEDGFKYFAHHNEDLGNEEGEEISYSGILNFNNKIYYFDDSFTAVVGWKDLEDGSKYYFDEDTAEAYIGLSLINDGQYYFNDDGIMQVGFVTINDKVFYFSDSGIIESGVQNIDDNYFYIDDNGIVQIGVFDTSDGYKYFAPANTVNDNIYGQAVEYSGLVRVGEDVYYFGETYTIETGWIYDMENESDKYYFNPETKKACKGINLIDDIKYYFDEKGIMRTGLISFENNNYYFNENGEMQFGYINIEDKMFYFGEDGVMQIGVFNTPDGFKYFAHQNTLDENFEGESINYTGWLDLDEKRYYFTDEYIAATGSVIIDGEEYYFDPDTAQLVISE
GDH-TPI counter: GDH-TPI coupling enzyme inhibitors, primary screen, artefact control for M. tuberculosis FBA inhibitor project, biochemical, absorbance, full deck. 360,000 compounds, 1.2% hits. GDH-TPI coupled enzyme counterscreen, NADH absorbance. inhibition, % at 4.8 µM; in the data active = inhibition above about 30%;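 note: 0% = DMSO wells and 100% = wells lacking the enzyme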
UGM FP inh: M. tuberculosis UGM enzyme inhibitors, primary screen, biochemical, fluorescence polarization, single point; purified UGM, fluorescence polarization probe displacement; inhibition, % at 10 µM; 320,000 compounds, 0.06% hits; AID 504406, 2011; in the data active = inhibition above about 10%, passing the limit was not always enough; inconclusive = no clear call, values can overlap the other calls
Active calls of the source: *; i = inactive; ? = inconclusive; / = not tested or not shown. Hits appear at their usual frequency; any-hit rate near 4.6%.

Molecule,Mtb FBA inh,Yp Topo-I inh,PfHsp40 yeast,FadD28 binding,Vc quorum ag,Mtb BioA inh,TcdB GH inh,GDH-TPI counter,UGM FP inh
Cc1cc(-c2csc(NC(=O)c3ccc(=O)n(C)n3)n2)c(C)n1CC1CCCO1 (stereo unspecified),-7,-1,-1.5,-6.1,i,/,/,11,0.4
N#Cc1ccccc1S(=O)(=O)N1CCN(C(=O)c2cccc(S(=O)(=O)N3CCCC3)c2)CC1,-1,2,0.9,-0.6,-0.3,-0.1,0.5,1,/
CCOc1ccc(C(C)=O)cc1CN1C(=O)NC2(CCCCCCC2)C1=O,4,1,2.4,-5.6,1.4,/,0.1,-3,/
CCN(CC)c1ccc(NC(=O)C2CCCN(S(=O)(=O)c3cnc[nH]3)C2)c(C)c1 (stereo unspecified),2,-8,0.0,1.9,-0.5,1.1,-0.1,7,0.9
Nc1nonc1-n1nnc(C(=O)N/N=C/c2ccc(Br)cc2)c1-c1ccc2c(c1)OCO2,0,1,-0.9,-4.0,-0.3,0.4,-5.8,3,-0.6
Cc1cccc(C)c1N(CC(=O)N/N=C/c1cc(Br)c(C)o1)S(C)(=O)=O,1,7,-2.1,-2.6,i,/,0.6,15,5.8
CCCCn1nc(C(=O)N(C)Cc2nc3ccccc3c(=O)[nH]2)c2ccccc2c1=O,-1,-3,/,-4.1,-0.8,-1.6,-0.2,0,/
COc1ccc(C(=O)NCCS(=O)(=O)N2CCc3ccccc3C2)cc1OC,-2,4,-0.4,-1.8,-0.7,0.6,1.4,2,0.4
C=C1c2cc3c(cc2NC(=S)N1Cc1ccccc1)OCO3,5,-2,/,-6.3,i,2.3,1.9,11,0.3
CN(C)Cc1ccc(O)c(CCc2ccccc2)n1,-4,-12,0.5,-1.9,i,-0.4,/,-8,-1.7
CO/N=C/C(=N\Nc1cc(OC)cc(OC)c1)C(=O)c1ccccc1,-8,-7,/,-2.6,-0.4,/,1.4,-10,0.5
Cc1c(Cl)c(C(=O)N2CCCC2)nn1C,-3,-6,0.7,-3.5,-0.2,/,-1.4,-2,-4.0
COc1ccccc1/C=N/Nc1cc(C)nc(N2CCOCC2)n1,4,-2,-1.8,0.4,-0.7,-0.6,-0.5,-3,5.3
O=C(O)CCn1cc(C=C2C(=O)NC(=S)NC2=O)c(-c2ccccc2)n1,1,-11,-1.8,-3.1,-0.2,/,-1.3,4,-0.6
O=C(NCc1ccc(C(F)(F)F)cc1)c1ccc2c(c1)S(=O)(=O)c1ccccc1C2=O,0,-4,-0.6,-0.2,1.4,-1.4,/,-8,0.3

The list goes on.
Molecule,Mtb FBA inh,Yp Topo-I inh,PfHsp40 yeast,FadD28 binding,Vc quorum ag,Mtb BioA inh,TcdB GH inh,GDH-TPI counter,UGM FP inh
Cc1ccc2c(c1)C(=O)N1[C@H]3c4cc(Br)ccc4OC[C@@H]3[C@H](c3ccccc3)[C@]1(C)C(=O)N2,0,2,22,-2.2,-0.9,-3.5,-0.4,9,0.1
Cc1ccnc(NS(=O)(=O)c2ccccc2)c1,2,-6,-2.4,-3.0,i,-3.9,1.4,-7,1.2
CCN(CC)C(=O)[C@H]1C[C@H](CC(=O)NCc2ccc(OC)c(OC)c2)C(=O)N2CCc3c([nH]c4cc(CCC(=O)N(C)C)ccc34)[C@]12C,4,25,-1.2,2.4,0.1,-1.8,1.3,5,/
COc1cc(CNCCc2ccc(S(N)(=O)=O)cc2)ccc1OCc1ccc(Cl)cc1,2,-1,0.6,-6.9,i,3.5,0.9,-14,-1.7
CCCNC(=S)N1CCN(CC)CC1,3,2,-0.5,-0.7,i,-0.9,/,4,-1.8
CCCOc1ccc(Oc2ccc(S(=O)(=O)N3CCN(C)CC3)cn2)cc1,0,5,-0.2,-0.6,2.9,/,0.5,-2,-0.4
COc1ccccc1-n1c(C)c(C(=O)O)c2cc(OC)c3ccccc3c21,27*,2,-0.5,?,-1.2,0.4,2.0,1,0.5
CSCCC(NC(=O)c1ccc(Cl)cc1Cl)C(=O)NNC(=O)c1ccncc1 (stereo unspecified),1,0,-0.2,-1.0,-2.8,-0.9,-0.5,0,-0.4
COc1ccccc1CNC(=O)CN(Cc1ccc(Cl)cc1)S(C)(=O)=O,1,0,-1.1,-1.5,i,/,0.8,-3,-0.8
COc1ccc(CNCCC2(Cc3ccccc3)CC(C)N(C)CC2C)cc1OC (stereo unspecified),2,-6,-0.4,0.0,-1.9,/,1.7,-3,1.3
CC1=NN(c2ccccc2)C(=O)/C1=C\c1cc(C)n(-c2cccnc2)c1C,0,-1,-1.2,-1.8,-0.4,/,0.7,4,-1.7
O=C(CN1C(=O)/C(=C/c2ccccc2)SC1=S)Nc1ncc(Cc2ccccc2)s1,-3,-7,0.7,-5.1,6.2,-1.0,/,12,-1.7
Cn1nccc1C(=O)N1CCC(Cc2ccccc2)CC1,3,-2,2.5,0.8,0.4,-1.4,-1.4,4,4.5
Cc1ccc(S(=O)(=O)N2CCCCC2)cc1NC(=O)CSc1nc(N)cc(=O)[nH]1,1,-4,0.2,-3.0,-1.8,5.2,-0.4,0,0.6
COC(=O)c1sccc1NC(=O)Nc1ccccc1OC,3,7,-0.2,0.5,i,0.0,0.4,19,-0.6

(more compounds)
Molecule,Mtb FBA inh,Yp Topo-I inh,PfHsp40 yeast,FadD28 binding,Vc quorum ag,Mtb BioA inh,TcdB GH inh,GDH-TPI counter,UGM FP inh
Cc1nc2[nH]c(=S)[nH]c(=O)c2nc1C,3,-6,-1.8,-3.7,i,-0.9,1.6,3,/
C[C@@]12CCC=C[C@H]1[C@H](c1ccc3ccccc3c1/C=C/c1ccccc1)N(Cc1ccccc1)C2=O,2,24,-0.5,-1.2,i,-0.8,0.5,3,2.2
CCc1ccc(NC(=O)CNC(=O)c2nn(-c3ccc(OC)cc3)c(=O)c3ccccc23)cc1,10,21,1.0,-3.2,-1.3,0.7,0.1,0,1.1
COc1cc(C)c(Cl)cc1S(=O)(=O)N1CCSC1,0,0,-0.2,0.9,-0.3,-1.5,0.5,5,3.2
O=C(C1CCCN(Cc2ccccc2Cl)C1)N1CCCCC1 (stereo unspecified),1,4,0.5,-1.1,-1.4,-1.8,1.3,10,0.1
NC(=O)N/N=C/c1cc(Br)ccc1OCC(=O)NCc1ccccc1,-1,3,1.3,-2.9,-2.4,3.7,/,17,0.7
Cc1[nH]c(C)c(S(=O)(=O)N2CCN(c3ccc(Cl)cc3)CC2)c1C(=O)N1CCCC1,1,16,-1.8,-3.9,5.3,1.0,2.3,-5,0.5
Cc1cccc(-n2nc([N+](=O)[O-])c(N3CCN(C(=O)c4ccco4)CC3)[n+]2[O-])c1,0,13,0.3,-0.1,-0.3,-1.8,1.8,0,1.7
O=c1c2cc(F)ccc2sn1-c1ccccc1Cl,-1,-4,/,-2.6,-0.4,0.7,-2.1,0,/
CCCCC1(CC)SCC(=O)NC1=O (stereo unspecified),-2,3,-1.1,-1.7,i,-1.1,0.7,6,/
Cc1ccsc1/C=N/NC(=O)c1cccs1,-3,7,-0.4,-0.3,-0.1,/,/,25,1.1
Cn1c(CN2CCOCC2)nnc1SCc1ccccc1,1,3,0.2,-1.9,-5.9,-1.0,0.2,10,0.6
Cc1ccc(S(=O)(=O)NCCNc2ccc([N+](=O)[O-])cc2)cc1,-9,0,-1.0,-4.5,-0.2,2.1,0.5,-8,0.7
O=C1CCC(C(=O)OCc2cc(=O)oc3ccc4ccccc4c23)=NN1,31*,-4,0.5,0.6,i,-4.0,0.8,22,-2.1
CCc1cc(C(c2ccc(F)cc2)N2CCOCC2)c(NC(=O)c2ccccc2)s1 (stereo unspecified),-7,22,-0.5,-0.1,-0.2,-0.1,/,2,0.0

Next entries.
Molecule,Mtb FBA inh,Yp Topo-I inh,PfHsp40 yeast,FadD28 binding,Vc quorum ag,Mtb BioA inh,TcdB GH inh,GDH-TPI counter,UGM FP inh
COC12C(COC(N)=O)C3=C(C(=O)C(C)=C(N)C3=O)N1CC1C2N1C (stereo unspecified),0,-4,-0.2,-3.2,-0.7,0.0,2.4,25,-0.2
O=C(CSCc1ccc(Cl)cc1)Nc1ccc2c(c1)OCO2,1,3,3.3,-3.5,-0.3,-0.1,/,8,1.0
Cc1cc(C(=O)N2CCN(c3ccccc3)CC2)no1,4,9,-0.4,-0.2,-4.2,0.1,1.5,8,0.1
Cc1cc(SCC(=O)N(C)C2CCCCC2)nc2ccccc12,3,43,-0.1,-2.4,0.4,-2.0,1.3,11,3.9
CCCCCn1c(N2CCOCC2)nc2c1c(=O)n(CC(N)=O)c(=O)n2C,-1,-4,1.2,-2.6,-1.1,0.0,/,3,0.7
COc1ccc(NC(=O)c2c(NC(=O)CNCC(C)C)sc3c2CCC3)c(OC)c1,1,-4,-0.3,-1.2,-0.1,/,1.2,8,-2.1
OCC(O)/C=N/Nc1nc(N2CCCCC2)nc(N2CCCCC2)n1 (stereo unspecified),4,-4,-0.1,-2.3,i,/,1.9,3,2.7
COc1cc(C2/C(=C(\O)c3ccc4c(c3)CC(C)O4)C(=O)C(=O)N2CC2CCCO2)cc(OC)c1OC (stereo unspecified),-2,-2,-1.1,-4.3,i,-0.8,-0.7,11,/
Cc1ccc(CSc2nnc(-c3ccncc3)n2CC2CCCO2)cc1 (stereo unspecified),1,-1,54*,-2.5,-1.6,/,/,2,2.4
COc1cccc(C(CC(=O)O)NS(=O)(=O)c2ccc3c(c2)N(C(C)=O)CC(C)O3)c1 (stereo unspecified),0,-5,-0.2,-0.7,-0.3,-0.5,0.8,5,1.7
COc1ccc(N2CCN(C(=O)CCc3ccccc3OC)CC2)cc1,2,9,0.3,-1.6,1.4,0.8,-10,-2,-0.7
CC[C@@]12C(=O)N(c3cccc(Br)c3)C(=O)N1[C@H](c1ccc(Cl)cc1)[C@@H]1C(=O)N(C3CCCCC3)C(=O)[C@@H]12,-1,6,-0.8,-4.0,i,-0.9,-1.0,2,-5.5
COC(=O)Cn1ccc(N(C)C)c(C#N)c1=O,5,0,-1.2,0.8,i,-1.4,-0.4,2,-2.7
COCCN1C[C@@H](CO)O[C@@H](n2cnc3c(NCC(C)C)ncnc32)C1,4,-9,/,0.2,-1.2,-4.1,0.7,1,/
O=C(Nc1cc(Cl)cc(Cl)c1)c1cccnc1,-3,-5,2.9,-10.0,-0.1,19,1.9,-2,-1.8

Other structures follow:
Molecule,Mtb FBA inh,Yp Topo-I inh,PfHsp40 yeast,FadD28 binding,Vc quorum ag,Mtb BioA inh,TcdB GH inh,GDH-TPI counter,UGM FP inh
CCCCn1c(CN2CCN(C)CC2)nc2ccccc21,5,-10,-1.5,-0.2,/,-4.2,/,1,1.2
CCOC(=O)c1sc(SC)nc1N,0,-10,-0.8,-3.2,i,/,-2.0,8,-1.2
CCOC(=O)c1sc2ncnc(OC)c2c1C,1,-8,0.5,-2.2,i,2.6,/,-4,2.6
COc1ccc([C@H]2[C@H](C(=O)C(C)(C)C)N3N=Cc4ccccc4C3C23C(=O)OC(C)(C)OC3=O)cc1 (stereo partly specified),4,3,-0.7,-1.0,1.8,-2.7,/,-8,2.0
CC12CCC3C(CCC4CC(=O)OCC43C)C1CCC2O (stereo unspecified),3,14,-1.7,0.2,-0.8,0.6,-11,-8,/
CC(C)(C)c1ccc(OCC(=O)Nc2ccncc2)cc1,1,12,-0.4,-2.2,i,1.1,0.0,0,-1.2
Cc1[nH]nc(SCC(=O)NC(C)c2ccccc2)c1[N+](=O)[O-] (stereo unspecified),0,0,0.0,0.1,-0.6,/,/,9,2.8
COc1cccc(/C(O)=C2/C(=O)C(=O)N(CCCN3CCOCC3)C2c2ccncc2)c1 (stereo unspecified),2,-7,-0.8,-3.4,-0.3,-0.6,/,22,0.8
